Screening data from PubChem.
ATXN viability: reduces viability in counter-screen for ATXN expression inhibitors | AID 651635 | Potency, µM (doses to about 56.7 µM), most hits filed as cytotoxic | hit rate 0.49% among 400,000 | S2 cells (HEK-293 line with an ATXN2-luciferase reporter) viability, CellTiter-Fluor protease fluorescence, 24 h; note: nearly all actives have a fitted effect of over 40% in size
Nrf2 ARE act: activates Nrf2 signaling; AREc32 ARE-luciferase reporter (MCF7-derived line), luminescence, 24 h; Potency, µM (top dose mostly 46.1 µM), without a hit: top-dose activation, most hits filed as activators; hit rate 0.31% among 410,000; note: % of control where 0% means no effect; nearly all actives have a fitted effect of over 65% in size
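AREc32 cells carrying an ARE-driven firefly luciferase, 1000 cells/well in OPTI-MEM with 5% FBS, dosed after overnight attachment and incubated 24 hr at 37 deg C. Steady-Glo luminescence read after 30 min at RT.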
TGFb SMAD3 inh: inhibitors of TGF-b signaling; HepG2 CAGA-GFP TGF-b/SMAD3 reporter, GFP fluorescence, 18 h; TGF-beta stimulated, 500 pg/mL final; Potency, µM (doses to about 46.1 µM), inactives show top-dose activity, negative = inhibition, most hits filed as inhibitors; hit rate 1.2% among 410,000; AID 588855; note: % is set by controls: 0 for no effect and ±100 for the full control effect; nearly all actives have a fitted effect of over 65% in size
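Inhibition of TGF-beta-driven CAGA-GFP reporter expression in HEPG2 cells is measured by cellular GFP fluorescence after 18 h stimulation with 500 pg/mL recombinant TGF-beta in 1% FBS medium at 37 degrees C.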
HepG2 tox: kills HepG2 cells in TGF-b inhibitor counter-screen | Potency, µM (series often up to 46.1 µM), inactives show top-dose activity change, negative = cytotoxicity, hits mostly cytotoxic | AID 588856 | HepG2 CAGA-GFP viability, ATP luminescence, 18 h | hit rate 0.76% among 410,000; note: some results filed as inactive show a strong effect at the top dose
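CellTiter-Glo luminescence gave cytotoxicity after 18 hours at 37 degrees C. The cells were HepG2 CAGA-GFP in 1% FBS DMEM, stimulated with 500 pg/mL TGF-beta after compound addition. %Activity was normalised to no-cell wells (complete cell-killing) and DMSO (no toxicity), and curves were fitted and classified.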
ATXN2 expr inh: ATXN2 expression inhibition. HEK-293 ATXN2-luciferase reporter, luminescence, 24 h. Potency, µM (highest dose often 57 µM), inactives show at the highest dose activity change, negative = inhibition, most hits filed as inhibitors. hit rate 0.72% among 360,000. AID 1745845; note: % is set by controls: 0 for no effect and ±100 for the full control effect; nearly all actives have a fitted effect of over 55% in size
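qHTS (up to 57 uM final) was run with 24 h compound exposure of reporter cells at 37 °C. Each well was multiplexed: SteadyGlo luminescence measured ATXN2-luciferase expression after a fluorogenic Gly-Phe-AFC viability readout (25 uM final).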
MCF10A rereplic: inducers of DNA re-replication in MCF 10A breast cells; MCF 10A DNA re-replication, Hoechst nuclear intensity, 48 h; Potency, µM (doses to about 46.1 µM), without a hit: at the top dose activity, positive = re-replication, most hits filed as activators; hit rate 2.9% among 350,000; AID 624296; note: % of control where 0% means no effect; nearly all actives have a fitted effect of over 50% in size
EPAC2 antagonist: EPAC2 (human) antagonism | EPAC2 GEF exchange of Rap1B-BODIPY-GDP, fluorescence | Q8WZA2 | AID 720708 | Potency, µM (doses to about 114 µM), for the others: at the top dose activity, negative = inhibition, actives largely listed as inhibitors | hit rate 0.18% among 360,000; note: % is set by controls: 0 for no effect and ±100 for the full control effect; nearly all actives have a fitted effect of over 45% in size; many of its hits are not listed in these tables
Target sequence (Q8WZA2 whole entry, looked up): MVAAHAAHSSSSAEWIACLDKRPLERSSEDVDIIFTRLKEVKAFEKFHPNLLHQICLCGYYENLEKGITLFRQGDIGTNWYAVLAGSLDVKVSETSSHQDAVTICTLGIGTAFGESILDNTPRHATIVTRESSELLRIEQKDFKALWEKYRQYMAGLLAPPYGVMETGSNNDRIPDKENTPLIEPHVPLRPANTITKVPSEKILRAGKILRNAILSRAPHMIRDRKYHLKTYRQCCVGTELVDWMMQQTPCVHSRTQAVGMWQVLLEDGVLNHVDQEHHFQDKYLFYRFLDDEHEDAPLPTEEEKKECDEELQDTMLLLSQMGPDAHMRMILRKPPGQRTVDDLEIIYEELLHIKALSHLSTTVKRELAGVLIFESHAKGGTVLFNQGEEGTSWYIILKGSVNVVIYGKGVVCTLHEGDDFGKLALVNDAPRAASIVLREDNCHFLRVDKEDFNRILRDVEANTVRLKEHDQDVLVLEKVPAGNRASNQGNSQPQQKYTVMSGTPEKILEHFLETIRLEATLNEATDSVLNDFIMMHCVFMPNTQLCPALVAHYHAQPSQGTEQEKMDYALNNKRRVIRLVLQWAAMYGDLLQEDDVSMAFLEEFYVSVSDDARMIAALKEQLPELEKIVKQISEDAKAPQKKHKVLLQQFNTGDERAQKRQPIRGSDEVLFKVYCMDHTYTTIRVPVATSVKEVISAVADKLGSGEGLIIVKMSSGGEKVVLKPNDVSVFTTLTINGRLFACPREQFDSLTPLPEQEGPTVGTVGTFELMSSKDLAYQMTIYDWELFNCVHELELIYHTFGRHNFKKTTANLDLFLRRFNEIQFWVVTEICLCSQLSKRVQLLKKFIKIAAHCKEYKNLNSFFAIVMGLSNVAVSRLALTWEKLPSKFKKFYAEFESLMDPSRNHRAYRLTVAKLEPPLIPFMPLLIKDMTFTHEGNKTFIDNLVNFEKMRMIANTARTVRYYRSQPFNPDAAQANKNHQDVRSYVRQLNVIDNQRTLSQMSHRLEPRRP
A549 viability: counter-screen for Nrf2 inhibitors: cytotoxicity in A549 cells; hit rate 0.16% among 390,000; A549 ARE-Fluc cells, CellTiter-Fluor viability, 18-24 h; AID 504648; Potency, µM (doses to about 46 µM), inactives show at the top dose activity change, negative = cytotoxicity, most hits filed as inhibitors; note: % is set by controls: 0 for no effect and ±100 for the full control effect
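A549 ARE_Fluc cells in 5% FBS OPTI-MEM were exposed to compounds in concentration-response for 18-24 h at 37 deg C. Viability was read by CellTiter-Fluor fluorescence (Ex 405/Em 525) after 30 min, before the luciferase read.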
Nrf2 block: Nrf2 pathway inhibition; A549 ARE-Fluc reporter, luciferase luminescence, 18-24 h; Potency, µM (titrated, usually from 46 µM), without a hit: top-dose activity change, negative = inhibition, usual class: inhibitors; hit rate 2.1% among 360,000; note: % is set by controls: 0 for no effect and ±100 for the full control effect; nearly all actives have a fitted effect of over 60% in size
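Two sequential reads on A549 ARE_Fluc cells exposed to compound for 18-24 h: a CellTiter-Fluor fluorescence read for viability, then a luciferase luminescence read for Nrf2/ARE activity.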
* marks the source's active call; other numbers are inactive results; i = inactive; ? = inconclusive; nt = not tested or not shown; [ ] = dose if it differs, or a comment. Calls come from the whole dose curve; as a rule, active = well fitted curve in the direction sought with a large enough effect; inconclusive = small, poorly fitted or top-dose-only effect, or another doubt; inactive = no such curve, though single readings can be large; an effect the other way counts as inactive or inconclusive. Potency is the fitted concentration of half-maximal effect. The list is partial, so the mix of outcomes need not match the whole.

Below each compound – ATXN viability	Nrf2 ARE act	TGFb SMAD3 inh	HepG2 tox	ATXN2 expr inh	MCF10A rereplic	EPAC2 antagonist	A549 viability	Nrf2 block
1	CCOc1ccc(C(=O)C(c2ccccc2)N2CCOCC2)cc1 (stereo not drawn)
  i	-0.1%	0.2%	-2.6%	10.5%	2.6%	3.7%	0.7%	?
2	O=C(NC1CCS(=O)(=O)C1)c1cccc(S(=O)(=O)N2CCOCC2)c1 (stereo not drawn)
  i	-0.6%	21.0%	-23.8%	-3.6%	-8.1%	-6.0%	0.0%	-17.4%
3	Nc1ccc(Br)cc1C(NCC(=O)O)c1ccccc1 (stereo not drawn)
  i	0.6%	5.4%	12.8%	5.9%	-2.1%	1.1%	-0.5%	5.7%
4	O=C1CC(N2CCCc3ccccc32)C(=O)N1c1ccccc1Cl (stereo not drawn)
  i	3.7%	-1.5%	-1.9%	1.8%	1.1%	-1.5%	-1.7%	5.5%
5	COc1ccc(C(=O)C(O)C(c2ccc(C)cc2)N2CCOCC2)cc1OC (stereo not drawn)
  i	0.2%	7.7%	-3.9%	-1.0%	-17.1%	0.5%	-1.3%	-3.7%
6	O=C(NCCc1ccccc1)C1(S(=O)(=O)c2ccc(Cl)cc2)CC1
  i	-0.5%	0.0%	-14.4%	1.0%	0.6%	-6.5%	8.8%	-7.9%
7	CC(Sc1nc(N)c2c3c(sc2n1)CSC(C)(C)C3)C(=O)Nc1ccccc1 (stereo not drawn)
  ?	3.7%	?	3.2%	-10.2%	?	11.5%	?	18.4µM*
8	O=c1cc(N2CCCCC2)c(-c2ccccc2)n[nH]1
  i	0.3%	8.8%	-7.9%	3.2%	0.9%	4.4%	0.5%	3.4%
9	COc1cccc(/C(C)=N/NS(=O)(=O)c2ccc(Cl)cc2)c1
  i	-0.6%	-6.7%	-5.8%	16.3%	-7.2%	-18.3%	?	2.9%
10	CN1CCN(C(=O)CSc2ccc(Cl)cc2)CC1
  i	2.8%	3.8%	-2.7%	53.0%[activator]	1.7%	0.8%	1.9%	19.2%
11	CC(C)c1ccc(S(=O)(=O)c2cnc(=S)[nH]c2N)cc1
  i	0.0%	3.9%	1.5%	-1.8%	6.0%	0.6%	3.1%	9.8%
12	COc1cccc(C(=O)Nc2ccc(NC(=O)C3CC=CCC3C(=O)O)cc2)c1 (stereo not drawn)
  i	0.6%	?	6.7%	-0.1%	-4.6%	5.4%	2.8%	7.2%
13	Cc1ccc(/C(N)=N/OC(=O)COc2ccccc2Cl)cc1
  i	4.3%	6.1%	-9.4%	40.1%[activator]	22.8%	-0.7%	1.3%	25.1%
14	CN(C(=O)CSC1=Nc2ccccc2C2=NC(c3ccccc3)C(=O)N12)C1CCCCC1 (stereo not drawn)
  ?	10.5%	28.5%	-13.3%	5.9%	?	-4.7%	-18.3%	-40.0%
15	CC(=O)Nc1ccc(/C(C)=N/NS(=O)(=O)c2ccccc2)cc1
  i	0.1%	1.3%	-0.8%	10.4%	-2.8%	8.3%	0.9%	9.7%
16	Cc1nn(-c2ccccc2)c(N)c1N=Nc1cccc(S(=O)(=O)N2CCOCC2)c1
  ?	3.3%	1.8%	10.7%	-13.4%	-13.5%	-7.6%	?	0.3%
17	CN1CCCN(C(=O)c2ccc(Br)s2)CC1
  i	0.0%	9.5%	6.8%	6.2%	?	4.2%	7.6%	10.6%
18	Cc1onc(-c2ccccc2)c1C(=O)NC(=S)NNC(=O)c1ccncc1
  i	-0.5%	0.0%	-3.7%	-2.3%	?	10.2%	-1.9%	-6.8%
19	CN(C(=O)c1ccccc1OC1CCN(S(C)(=O)=O)CC1)C1CCOC1 (stereo not drawn)
  i	-0.9%	-22.1%	-10.4%	nt	13.5%	20.1%	-1.6%	0.4%
20	Cc1cccc(-n2cc(-c3ccccc3)nc2SCC(=O)Nc2ccccc2Cl)c1
  i	2.3%	-0.4%	0.9%	0.1%	nt	nt	1.3%	nt
21	CC(=O)Nc1ccc(S(=O)(=O)N(C)CC(=O)NNc2c(F)c(F)cc(F)c2F)cc1
  i	-0.6%	0.3%	5.6%	5.7%	16.1%	2.3%	0.5%	6.0%
22	Cc1cnc(C(=O)Nc2cccc(-c3nnc4n3CCCCC4)c2)cn1
  i	-0.4%	-1.5%	-4.9%	6.2%	-0.7%	12.1%	-2.9%	6.6%
23	O=C(COc1ccc(F)cc1Cl)Nc1cccc(S(=O)(=O)N2CCCCCC2)c1
  i	1.7%	-15.7%	-10.7%	-1.0%	-5.9%	-7.1%	-10.1%	?
24	O=C(CCN1C(=O)c2ccccc2S1(=O)=O)Nc1ccccc1O
  i	2.2%	-12.3%	6.0%	-3.0%	0.0%	2.7%	-3.9%	-0.4%
25	O=C(COC(=O)c1ccccc1C(=O)c1ccccc1)NCCc1ccc(Cl)cc1Cl
  i	17.2%	-14.8%	-28.6%	-30.9%	?	7.2%	-0.3%	-10.8%
26	C=CCOc1cccc(CNCCCN2CCOCC2)c1
  i	0.2%	4.2%	-8.7%	-16.4%	0.6%	9.0%	2.6%	-26.0%
27	COc1ccccc1C(=O)c1c(N)c(-c2nc(-c3ccccc3)cs2)c2ccccn12
  i	0.1%	0.0%	-0.1%	3.0%	nt	nt	-6.3%	10.0%
28	CC1CCCCN1c1nnc(NC(=O)Cn2c(=O)oc3ccccc32)s1 (stereo not drawn)
  i	2.6%	5.0%	-6.3%	3.2%	0.0%	-5.4%	1.4%	3.6%
29	N#Cc1ccc(-c2nc3ccccc3nc2-c2ccccc2)cc1C#N
  i	-0.1%	41.8%[activator]	3.6%	-0.5%	2.2%	8.8%	0.0%	-11.3%
30	CCCc1c(C(=O)N/N=C/C2CC=CCC2)nnn1-c1nonc1N (stereo not drawn)
  i	0.8%	-4.1%	-32.2%	nt	nt	-11.9%	nt	nt
31	Cc1cc(Cl)c(S(=O)(=O)Nc2ccc3c(c2)OCCO3)cc1OCC(=O)NC1CCCCC1
  i	-0.7%	-22.7%	-10.1%	-9.4%	?	-2.2%	-18.1%	?
32	COc1ccc(OC)c(/C=C/C(=O)N2CCN(S(=O)(=O)c3cc(C)ccc3C)CC2)c1
  i	0.5%	-21.4%	-28.0%	-22.0%	?	2.0%	0.7%	-16.4%
33	CCOc1ccccc1-c1nc(-c2cc3ccccc3nc2OC)no1
  i	26.3%	9.6%	-3.0%	-6.8%	?	8.2%	-0.2%	12.8%
34	O=C(CN1CSCC1=O)N1CCN(S(=O)(=O)c2cc(C(F)(F)F)ccc2Cl)CC1
  i	0.5%	0.4%	26.7%	4.8%	nt	1.8%	0.6%	15.1%
35	Cn1c(NC(=O)c2ccccc2)c(-c2ccccn2)c(=O)c2ccccc21
  ?	0.3%	0.3%	-1.2%	-0.6%	2.9%	6.4%	-14.1%	-1.2%
36	C=CCn1c(Sc2nncn2C)nc2c1c(=O)[nH]c(=O)n2C
  i	-0.2%	25.5%	-6.9%	-9.2%	-1.5%	9.2%	1.2%	-8.8%
37	COc1ccccc1N1CCN(CCCNc2c(C)c(=O)n(C)c(=O)n2C)CC1
  i	2.3%	-7.7%	-1.3%	-10.5%	6.7%	9.1%	-4.1%	0.2%
38	COc1ccc(NC(=S)NNC(=O)C2CC2c2ccc(C)cc2)cc1 (stereo not drawn)
  i	2.2%	?	3.6%	6.3%	?	11.9%	10.0%	6.7%
39	Fc1cccc(-c2n[nH]c(=S)n2-c2ccccc2)c1
  i	1.3%	-28.4%	-5.5%	nt	3.2%	5.3%	11.9%	4.2%
40	Cc1ccc(S(=O)(=O)N2CCCCC2)cc1NC(=O)COC(=O)Cc1cccc(C(F)(F)F)c1
  i	-0.4%	7.3%	14.0%	-20.7%	12.9%	-20.0%	-0.6%	1.1%
41	CS(=O)(=O)c1ccc2sc(NC(=O)c3cc4ccccc4o3)nc2c1
  i	1.7%	-17.4%	-10.4%	41.7%[activator]	0.6%	1.4%	-1.7%	?
42	Cc1ccccc1C1CC(c2ccccc2)Nc2ncnn21 (stereo not drawn)
  i	0.2%	10.8%	-1.4%	4.0%	2.8%	7.2%	1.8%	9.2%
43	C=CCOc1c(Cl)cc(Cl)cc1S(=O)(=O)NCCO
  i	5.9%	-3.6%	-0.8%	2.7%	8.2%	-10.3%	3.0%	-4.5%
44	Cc1c(Cl)ccc2c(C(=O)Nc3cc(C(C)(C)C)on3)cc(-c3ccccn3)nc12
  i	0.4%	-10.7%	1.0%	-1.5%	?	6.2%	-8.7%	-7.2%

Some of these compounds in order of formula weight, smallest number first:
Below each compound – ATXN viability	Nrf2 ARE act	TGFb SMAD3 inh	HepG2 tox	ATXN2 expr inh	MCF10A rereplic	EPAC2 antagonist	A549 viability	Nrf2 block
39	Fc1cccc(-c2n[nH]c(=S)n2-c2ccccc2)c1
  i	1.3%	-28.4%	-5.5%	nt	3.2%	5.3%	11.9%	4.2%
36	C=CCn1c(Sc2nncn2C)nc2c1c(=O)[nH]c(=O)n2C
  i	-0.2%	25.5%	-6.9%	-9.2%	-1.5%	9.2%	1.2%	-8.8%
43	C=CCOc1c(Cl)cc(Cl)cc1S(=O)(=O)NCCO
  i	5.9%	-3.6%	-0.8%	2.7%	8.2%	-10.3%	3.0%	-4.5%
33	CCOc1ccccc1-c1nc(-c2cc3ccccc3nc2OC)no1
  i	26.3%	9.6%	-3.0%	-6.8%	?	8.2%	-0.2%	12.8%
44	Cc1c(Cl)ccc2c(C(=O)Nc3cc(C(C)(C)C)on3)cc(-c3ccccn3)nc12
  i	0.4%	-10.7%	1.0%	-1.5%	?	6.2%	-8.7%	-7.2%
34	O=C(CN1CSCC1=O)N1CCN(S(=O)(=O)c2cc(C(F)(F)F)ccc2Cl)CC1
  i	0.5%	0.4%	26.7%	4.8%	nt	1.8%	0.6%	15.1%
40	Cc1ccc(S(=O)(=O)N2CCCCC2)cc1NC(=O)COC(=O)Cc1cccc(C(F)(F)F)c1
  i	-0.4%	7.3%	14.0%	-20.7%	12.9%	-20.0%	-0.6%	1.1%
